# Screening data (PubChem BioAssay)
# HTR5A inv ctr: counter-screen for OPRM1-OPRD1 inverse agonists: human HTR5A inverse agonism; 340,000 tested, 0.083% active; P47898; inhibition, % at 9.3 µM; HTR5A cell line, luminescence; in the data active = inhibition mostly above about 23%, no sharp cut-off; inactive = mostly below about 18%;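 also: 0% = cells with DMSO and 100% = no-cell wells with DMSO; some compounds called inactive have numbers as strong as hits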
# Target sequence (P47898 whole entry, looked up): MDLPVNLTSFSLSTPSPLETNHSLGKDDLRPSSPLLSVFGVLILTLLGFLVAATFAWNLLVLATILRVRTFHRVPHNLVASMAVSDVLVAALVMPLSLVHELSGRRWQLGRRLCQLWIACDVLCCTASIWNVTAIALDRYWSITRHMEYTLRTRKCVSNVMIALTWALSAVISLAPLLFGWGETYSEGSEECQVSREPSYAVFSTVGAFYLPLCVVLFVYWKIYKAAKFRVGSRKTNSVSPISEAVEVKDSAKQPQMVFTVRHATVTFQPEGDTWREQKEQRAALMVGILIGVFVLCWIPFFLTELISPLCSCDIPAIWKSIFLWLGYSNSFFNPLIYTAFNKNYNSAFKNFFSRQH
# MITF act: MITF TRPM1 promoter activation in melanoma cells. SK-MEL-5 TRPM1-promoter luciferase, 24 h; % of positive control, neutral wells = 0. 300,000 tested, 0.75% active. activation, % at 12.5 µM;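 active = mean activation of at least 80% with every replicate also reaching 80%; inconclusive = mean reaches 80% but some replicate falls short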;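 also: 0% = neutral control wells and 100% = parthenolide positive control wells; values of inactives mirror those of a sister screen read the other way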
# HTR5A ag ctr: activates human HTR5A in OPRM1-OPRD1 agonist counter-screen | P47898 | HTR5A agonist assay, luminescence, cell-based | activation, % at 9.3 µM | 340,000 tested, 0.61% active | AID 504692; in the data active = activation mostly above about 9.5%, no sharp cut-off; inactive = mostly below about 7.6%;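 also: 0% = cells with vehicle only and 100% = reference agonist; strong numbers were not always called active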
# V-ATPase pH: regulators of yeast V-ATPase proton transport; S. cerevisiae, pHLuorin cytosolic pH fluorescence; response, % at 10 µM; 350,000 tested, 0.37% active; in the data active = response mostly above about 7.3%, no sharp cut-off; inactive = mostly below about 5.4%; also: actives read high; inactives centre near 0; some compounds called inactive have numbers as strong as hits; reference of the scale not given here
# CDK5 p35 inh: CDK5/p35 (human) kinase inhibition | 330,000 tested, 0.01% active | Recombinant CDK5/p35, ADP-Glo luminescence, 60 min | AID 488839 | inhibition, % at 10 µM;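 active = highest replicate inhibition of at least 50% and at least 75% of replicates reaching 50%; inconclusive = only one of the two criteria met; inactive = both criteria failed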;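 also: plate controls were DMSO neutral control for no effect and GW8510 at 10 µM for full effect; many of its hits are not listed in these tables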
# PvdQ acylase: blocks Pseudomonas aeruginosa PvdQ acylase activity | inhibition, % at 10 µM | 340,000 tested, 0.063% active | purified PvdQ acylase, fluorescence plate reader; in the data active = inhibition above about 30%, passing the limit was not always enough; inconclusive = no clear call, values can overlap the other calls;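 also: 0% = vehicle neutral wells and 100% = reference inhibitor wells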
# NSD2 inh: blocks human histone methyltransferase NSD2 | O96028 | NSD2 peptide methylation, AlphaScreen, 120 min | AID 743445 | 310,000 tested, 0.54% active | inhibition, % at 12.5 µM; in the data active = inhibition above about 50%
# dFosB activator: mouse delta FosB homodimer activation | purified delta FosB, TAMRA-CDK5 oligo fluorescence polarization; percent of positive-control signal above neutral wells | P13346 | activation, % at 25 µM | 340,000 tested, 0.99% active | AID 493131;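 active = mean activation above about 17%, with every replicate also reaching it, limit read from the data, passing the limit was not always enough; inconclusive = only one of the two conditions met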;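 also: fluorescence polarization rise as delta FosB binds a TAMRA Cdk5 AP-1 oligo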
# Target sequence (P13346 whole entry, looked up): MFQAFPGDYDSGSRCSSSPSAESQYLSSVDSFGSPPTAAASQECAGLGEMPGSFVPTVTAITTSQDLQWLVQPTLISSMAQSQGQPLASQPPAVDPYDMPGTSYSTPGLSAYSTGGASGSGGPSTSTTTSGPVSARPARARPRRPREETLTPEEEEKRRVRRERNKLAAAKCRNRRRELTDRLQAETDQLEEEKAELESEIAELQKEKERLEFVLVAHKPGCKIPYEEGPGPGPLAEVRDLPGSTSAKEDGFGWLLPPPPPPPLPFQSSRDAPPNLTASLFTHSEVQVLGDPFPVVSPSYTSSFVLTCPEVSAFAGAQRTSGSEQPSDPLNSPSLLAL
# SR-BI DiI inh: blocks mouse SR-BI lipid uptake from DiI-HDL; ldlA[mSR-BI] CHO cells, DiI-HDL uptake fluorescence, 3 h; inhibition, % at 12.5 µM; Q61009; 320,000 tested, 0.96% active; AID 488896;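 active = mean replicate inhibition of at least 70% and a set share of replicates each scoring 70 or more; inconclusive = meets just one of the two criteria; inactive = fails both criteria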;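 also: 0% = median of neutral control wells and 100% = median of positive control wells; values of inactives mirror those of a sister screen read the other way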
# Wnt act: activators of Wnt/beta-catenin signaling; activation, % at 9.35 µM; 300,000 tested, 1.2% active; Wnt/beta-catenin reporter cell assay, activator, plate reader; AID 743398; in the data active = activation above about 30%, passing the limit was not always enough; inconclusive = no clear call, values can overlap the other calls;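 also: 0% = neutral control wells and 100% = positive control wells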
# Active calls of the source: *; ? = inconclusive; . = no result given; & = joins results of further samples.
SMILES,HTR5A inv ctr,MITF act,HTR5A ag ctr,V-ATPase pH,CDK5 p35 inh,PvdQ acylase,NSD2 inh,dFosB activator,SR-BI DiI inh,Wnt act
Cc1ccc(C)c(OCC(=O)Nc2ccncc2)c1,-8,-7,2,0,0.5,-12,-4,-6,-3,-1
CSCCC(NC(=O)c1ccccc1Cl)C(=O)N1CCCC(C)C1 (centres undefined),-2,2,1,-3,1.3,14,3,-1,-18,0
COCC(C)NC(=O)C(C)Oc1ccccc1 (centres undefined),-17,-2,5,-2,0.0,-3,-1,0,-11,6
O=C(NCCN1C(=O)S/C(=C\c2cccnc2)C1=O)c1cccc(OC(F)F)c1,-29,1,6,3,0.3,-4,-6,-2,-27,.
Cc1noc(C)c1C(=O)OCC(=O)Nc1ccccc1C(=O)NC(C)c1ccccc1 (centres undefined),-6,13,17*,2,-0.6,-10,1,-5,-9,-3
CC1(C)CC(=O)C(C(=O)CCCCC(=O)C2C(=O)CC(C)(C)CC2=O)C(=O)C1,1,.,-5,3,3.0,-14&8,20,-2,-17&-5,-1
CCc1nnc(NC(=O)[C@@H]2CCCN2S(=O)(=O)c2ccc3c(c2)OCCO3)s1,5,1,-2,-2,0.3,-13,-3,2,-14,.
O=C(c1ccccc1)c1ccc(O)cc1O,-9,3,0,0,0.6,1,.,6,.,5
CCOC(=O)C1=C(COC(=O)CNC(=O)c2ccc(C(C)(C)C)cc2)NC(=O)NC1C (centres undefined),-33,9,2,-4,-0.9,1,0,-12,0,4
Cc1cccc(NC(=O)c2cnc3ccccn3c2=O)c1,3,-14,-1,-2,-1.0,-26,.,-4,-30,21
O=C(N/N=C/c1ccc(COc2ccc(Br)cc2)o1)c1ccco1,-7,10,3,1,1.0,-8,-1,-8,18,1
COC(=O)C1=C(C)N(Cc2ccccc2)C(=O)N[C@H]1c1ccccc1,-26,9,2,2,-0.1,1,.,-4,-21,-4
CCc1nn(C)c(N)c1C,-14,4,5,0,-3.0,-11,1,-2,1,2
Oc1c(Br)cc(Br)cc1/C=N/c1nccs1,-1,-1,0,1,-3.8,-6,-4,-1,-6,5
Fc1ccc(CSc2nsc(SCc3ccc(F)cc3)n2)cc1,-25,-1,1,-1,-0.6,-3,0,1,-16,.
O=C(O)CCN1C(=O)c2ccccc2Sc2ncccc21,-1,-3,0,0,0.6,3,23,3,-32,-1
O=C(Nc1ccc(F)c(Cl)c1)c1ccccc1,-9,72,3,-3,-0.1,-11,.,1,11,?
Cc1ccc(S(=O)(=O)N2CCN(C(=O)c3c(-c4ccccc4)noc3C)CC2)cc1C,8,0,-2,5,0.7,-7,-7,-3,2,-3
CN(CC(=O)Nc1ccc(Cl)c(C(F)(F)F)c1)C(=O)c1cnccn1,3,-5,2,2,0.6,1,4,-7,-7,-3
Cc1cccc(C(=O)OC(C)C(=O)N2CCN(Cc3ccccc3)CC2)c1 (centres undefined),15,-2,2,1,-0.1,-6,0,-14,7,4
COCCNC(=O)c1nn(-c2cc(OC)cc(OC)c2)c(=O)c2ccccc12,10,-6,-3,3,-0.8,-16,-2,-3,-23,.
Nc1cc(=O)[nH]c(SCC(=O)Nc2ccccc2Sc2ccc(Cl)cc2)n1,-14,-4,-4,-3,-0.2,4,0,-8,-10,-2
Cc1cc(N)n(-c2cc(C)c3ccccc3n2)n1,12,46,1,5,0.3,-12,18,-3,0,-2
C=CCc1cc(C=O)cc(OCC)c1OCc1ccc(Cl)cc1,-9,-2,3,0,0.8,-4,0,-2,-16,-1
CCOC(=O)c1ccccc1NC(=O)Cn1cnc2c(cnn2-c2ccccc2)c1=O,-12,-12,4,2,1.2,-9,.,-5,0,-1
Cc1cccc(CSCc2ccc(C(=O)NC3CCCC3)o2)c1,5,12,-2,3,0.3,-8,0,-5,-9,0
CCn1nc(C)c(/C=N\NC(=O)c2ccc3c(c2)OCO3)c1C,11,-29,9,-6,-5.1,-20,0,6,37,-4
C=CCOc1nc2c(c(=O)n(C)c(=O)n2C)n1Cc1ccccc1Cl,-13,-3,3,1,0.4,3,-2,0,7,.
Cc1cccc(C(=O)Nc2nnc(C3=COCCO3)o2)c1,1,-8,0,-1,0.8,-17,4,-3,-6,3
COC(=O)c1cc2occc2n1CC(=O)Nc1ccc(C)cc1C,-35,-14,5,-2,-2.6,-8,.,5,6,-1
O=C(Nc1ccccc1N1CCN(C(=O)c2ccccc2)CC1)c1cc2ccccc2o1,4,3,3,-1,-0.3,11,12,-2,24,-2
Cc1ccc(SCC(=O)NC2CCCCCC2)cc1,-3,35,1,-1,0.3,8,0,-2,-19,17
O=S(=O)(c1ccccc1Br)N(CC(O)COCc1ccccc1)C1CC1 (centres undefined),-20,-3,6,1,1.1,-13,.,-3,13,-1
Fc1ccc(NC(=S)N2CCCC2)cc1,-10,-11,2,4,2.3,-8,-3,1,-15,.
O=C(/C=C/c1ccc(F)cc1)Nc1ccc(S(=O)(=O)N2CCOCC2)cc1,0,5,2,-2,-0.1,7,0,-16,21,-1
CS(=O)(=O)Nc1ccc(C(=O)NCCSc2ccc(Cl)cc2)cc1,0,.,0,0,0.8,-11,-2,-1,4,-1
O=C(CN1CCN(c2ccccn2)CC1)Nc1cccc(Br)c1,8,-7,-2,-2,0.1,-2,0,-2,-3,1
CC1CN(C(=O)CCc2ccccc2)C(C)CN1C(=O)CCc1ccccc1 (centres undefined),-18,8,-1,.,-1.2,-17,-1,4,10,.
CSc1ncccc1C(=O)N(C)CC(=O)Nc1ccc(Cl)c(C(F)(F)F)c1,0,-8,-1,3,0.4,-7,-1,-4,-3,5
O=C1CN(C(=O)c2cc(F)cc(F)c2)c2ccccc2N1,2,-3,-1,5,0.6,6,-3,-2,.,0
CC(=O)Oc1ccc(C2=NN(c3ccccc3)C(c3ccccc3)C2)cc1 (centres undefined),22,-5,-6,-2,-0.3,-46,0,-3,7,2
O=C(CCc1nc2ccccc2[nH]c1=O)N/N=C/c1ccccc1,-5,6,2,-1,-0.4,12,3,-5,-9,-1
CC(C)(C)C(=O)Nc1cc(C(F)(F)F)ccc1-n1ccnc1,-41,6,1,-2,-0.7,1,-5,-6,-33,0
Cc1ccccc1C1NC(=S)NC2=C1C(=O)CC(C)(C)C2 (centres undefined),-9,-4,3,3,-0.3,-17,.,-5,-13,-1
COc1cccc(C2Cc3ccccc3C(=O)O2)c1 (centres undefined),8,18,1,0,-0.3,13,-2,-2,8,.
CNCCCC12CCC(c3ccccc31)c1ccccc12,-29&-17&4,8&4&25,0&5&-2,-2&4&2,0.7&0.6&1.5,-11&-9&-10,84*,1&-6&3,-8&-17&-3,-2&10&-2&-1
O=C(Nc1cccc(-n2cnnn2)c1)c1ccc(Cl)cc1Cl,-10,10,1,-3,-1.4,-7,0,0,40,0
CCOC(=O)Nc1ccc(N2CCOCC2)c(S(=O)(=O)N2CCOCC2)c1,8,-10,-2,0,1.2,-3,-1,-5,-6,2
O=C(NCCc1ccccc1)c1cccc(S(=O)(=O)N2CCCCC2)c1,19,24,2,1,-0.6,6,-1,-7,-9,0
O=C(Cc1c(F)cccc1Cl)NCc1cccnc1,-6,1,3,-1,-4.9,-2,-4,-7,16,2
CCOC(=O)c1ccccc1OCc1cc(/C=N/n2cnnc2)ccc1OC,-9,.,0,1,-0.7,3,3,-12,5,2
CCOC(=O)c1c(SC)n(-c2ccccc2)c(=S)n(-c2ccccc2)c1=O,-7,-7,2,2,-0.6,-5,-1,-5,-24,-3
CCOc1ccc(C(C)=O)cc1N1C(=O)C2C3C=CC(C3=C(C)C)C2C1=O (centres undefined),12,3,2,2,-0.2,-3,-1,-6,27,-2
O=C(O)c1cccc(NC(=S)NC(=O)c2cccc(OCc3ccccc3)c2)c1,-7,-4,2,0,1.3,0,5,0,-68,14
CCOC(=O)C1CCN(C(=O)C2CCCN(c3ncnc4c3nc3n4CCCCC3)C2)CC1 (centres undefined),7,-1,4,-1,.,-27,.,-6,-9,0
O=S1(=O)N=C(Nc2ccc(S(=O)(=O)N3CCCCC3)cc2)c2ccccc21,-17,-15,7,0,-0.5,-18,-1,47*,-20,.
CN(C)C(=O)COc1ccc(Oc2ccccc2)cc1,4,0,3,1,-1.1,-15,-2,0,-16,1
CC(C)c1[nH]nc2c1C(c1cccs1)C(C#N)=C(N)O2 (centres undefined),1,-23,-3,1,0.4,-18,1,3,20,.
COc1cccc(NC(=O)N2CCN(c3cccc(C)c3)C(C)C2)c1 (centres undefined),4,7,-2,3,2.0,-18,5,-1,26,-3
Cc1ccc(CCNC(=O)c2cc(S(=O)(=O)N3CCCC3)cn2C)cc1,-7,-16,2,0,0.7,-7,.,-3,8,-2

# One compound at a time (already shown). Values in the order: HTR5A inv ctr	MITF act	HTR5A ag ctr	V-ATPase pH	CDK5 p35 inh	PvdQ acylase	NSD2 inh	dFosB activator	SR-BI DiI inh	Wnt act
# `CNCCCC12CCC(c3ccccc31)c1ccccc12` is entered as -29&-17&4	8&4&25	0&5&-2	-2&4&2	0.7&0.6&1.5	-11&-9&-10	84*	1&-6&3	-8&-17&-3	-2&10&-2&-1
# `Cc1ccc(SCC(=O)NC2CCCCCC2)cc1` is entered as -3	35	1	-1	0.3	8	0	-2	-19	17
# `COc1cccc(C2Cc3ccccc3C(=O)O2)c1` (centres undefined) is entered as 8	18	1	0	-0.3	13	-2	-2	8	.
# `CSCCC(NC(=O)c1ccccc1Cl)C(=O)N1CCCC(C)C1` (centres undefined) is entered as -2	2	1	-3	1.3	14	3	-1	-18	0
# `COC(=O)c1cc2occc2n1CC(=O)Nc1ccc(C)cc1C` is entered as -35	-14	5	-2	-2.6	-8	.	5	6	-1

# Further structures follow.
SMILES,HTR5A inv ctr,MITF act,HTR5A ag ctr,V-ATPase pH,CDK5 p35 inh,PvdQ acylase,NSD2 inh,dFosB activator,SR-BI DiI inh,Wnt act
CC(C)(C)NS(=O)(=O)c1ccc(CCC(=O)NCc2cccnc2)cc1,19,2,-7,1,-0.5,-16,-1,3,20,.
O=C(Nc1cccc(S(=O)(=O)N2CCCCC2)c1)C1CCCN1S(=O)(=O)c1ccccc1F (centres undefined),0,-3,0,-5,1.4,-3,1,-7,21,-6
CCCCn1c(SCC(=O)NC2CC2)nnc1-c1ccncc1,-1,0,0,3,0.3,-4,-4,-4,.,0
O=C(Cc1c(F)cccc1Cl)NCCCn1ccnc1,13,7,-5,2,4.9,0,-1,-2,-4,-1
Cc1cc(C)c(NC(=O)CS)c(Cl)c1,-12,2,4,-1,0.2,0,-2,3,-2,1
Cc1ccccc1OCCSc1nc2ccccc2n1CCC(=O)O,-20,-8,1,-2,-0.7,-3,0,0,10,0
CCN(CC)C(=O)c1sc2nc(-c3ccccn3)[nH]c(=O)c2c1C,14,3,-1,-1,1.5,4,3,-12,.,-4
Cc1cc(N)n2nc(-c3ccccc3)c(-c3ccccc3)c2n1,-1,-10,0,-4,1.8,-13,-1,-9,10,.

# Outcome played no part in choosing rows; any-hit rate near 5%.
